Compound activity (PubChem BioAssay)
EBV LMP1 NFkB – Epstein-Barr LMP1 NF-kappaB reporter inhibition; LMP1-induced NF-kappaB luciferase reporter cells, luminescence; hit rate 0.69% among 350,000; inhibition, % at 12.5 µM; in the data active = inhibition above about 41%;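 also: 0% = neutral control wells and 100% = reference inhibitor control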
ABHD5 PLIN5 PPI – ABHD5-PLIN5 protein interaction inhibition. Q00G26+Q8WTS1. Split G. princeps luciferase complementation, luminescence, 4 h. inhibition, % at 4 µM. hit rate 0.78% among 360,000. AID 602281;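 active = inhibition above the mean inhibition across every tested compound plus 3 SD, cut at about 22% in these data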;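 also: 0% = DMSO only wells and the 100% control is not disclosed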
NCOA2 inhibitor – inhibits human steroid receptor coactivator 2. Q15596. HEK293 GAL4-SRC2 luciferase reporter, luminescence. inhibition, % at 9 µM. hit rate 0.17% among 370,000. AID 651957;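 active = inhibition above the mean inhibition of all tested compounds plus 3 SD, set per campaign, cut at about 52% in these data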;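 also: 0% = DMSO treated cells and 100% = cells given Gossypol at 36 µM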
MC4R antag cAMP – human MC4R antagonism in cAMP assay. P32245. MC4R-expressing cells, MTII-stimulated cAMP, LANCE TR-FRET. inhibition, % at 6.5 µM. hit rate 0.48% among 360,000. AID 540295;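 active = inhibition above its plate's cutoff, the mean of tested wells on that plate plus 3 SD, cut at about 29% in these data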;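 also: 0% = Melanotan II alone and 100% = Melanotan II plus saturating MCL0020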
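System: U2OS-MC4R stable cell line; Technique: Eu-cAMP/anti-cAMP TR-FRET, emission 671 nm; Repeats: single well per compound; Also added: Melanotan II; Dosing: one concentration, 6.5 µM nominal; Schedule: 30-min compound, 1-h challenge, 1-h detection, room temperature.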
COUP-TFII inh – NR2F2 (human) inhibition, primary screen; hit rate 0.7% among 370,000; inhibition, % at 8.6 µM; HEK293T NGFI-A luciferase reporter, luminescence; P24468;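 active = inhibition above a per-plate cutoff, mean inhibition of test wells between control levels plus 3 SD, cut at about 38% in these data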;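 also: cells cotransfected with COUP-TFII expression vector driving the NGFI-A reporter; 0% = median of COUP-TF2 test wells and 100% = reporter-only cells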
MC4R ag barr – activates human MC4R beta-arrestin recruitment; P32245; U2OS MC4R beta-arrestin complementation, luminescence; percent of melanotan II response, DMSO zero; activation, % at 8.9 µM; hit rate 0.98% among 360,000;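 active = activation above a per-plate cutoff, the mean activation of sample wells on that plate plus 3 SD, cut at about 8% in these data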
NCOA3 inh – inhibits human SRC3 coactivator; Q9Y6Q9; HEK293 GAL4-SRC3 luciferase reporter, luminescence; inhibition, % at 3.6 µM; hit rate 0.17% among 360,000;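 active = inhibition above a per-campaign cutoff, the mean of all compounds plus 3 SD, cut at about 60% in these data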;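 also: 0% = DMSO-treated cells and 100% = gossypol-treated cells at 36 µM; higher means less SRC3-driven luciferase light from the GAL4 reporter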
NOD2 RIPK2 PPI – NOD2-RIPK2 protein interaction inhibition. CHO BLA complementation NOD2-RIPK2, CCF4 ratio. inhibition, % at 4.98 µM. hit rate 0.38% among 360,000. AID 624267; in the data active = inhibition above about 21%;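 also: 0% = vehicle only and 100% = reference blocker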
NR5A2 inv ag – inverse agonists of human LRH-1 (NR5A2). hit rate 0.13% among 360,000. HEK293T StAR-luciferase reporter, LRH-1 transfected, 24 h. inhibition, % at 3.6 µM. O00482;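 active = inhibition above the mean inhibition of all tested compounds plus 3 SD, cut at about 73% in these data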;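 also: 0% = DMSO wells and 100% = reporter-only cells lacking LRH-1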
SRC1 inh – inhibits human SRC1 coactivator. Q15788. inhibition, % at 3.6 µM. HEK293 GAL4-SRC1 luciferase reporter, luminescence. hit rate 0.12% among 360,000. AID 588354;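 active = inhibition above the campaign mean plus 3 SD, with each screening campaign given its own cutoff, cut at about 60% in these data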;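 also: 0% = DMSO treated cells and 100% = gossypol at 36 µM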
TLR9-MyD88 inh – inhibitors of human TLR9-MyD88 binding | Q9NR96+Q99836 | inhibition, % at 4.98 µM | hit rate 0.21% among 340,000 | AID 504734 | CHO BLA complementation TLR9-MyD88, CCF4 FRET ratio;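 active = inhibition above the mean over all tested compounds plus 3 SD, cut at about 21% in these data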;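 also: 0% = DMSO only wells and 100% = clavulanate BLA inhibitor control wells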
Target sequence (Q99836 whole entry, looked up): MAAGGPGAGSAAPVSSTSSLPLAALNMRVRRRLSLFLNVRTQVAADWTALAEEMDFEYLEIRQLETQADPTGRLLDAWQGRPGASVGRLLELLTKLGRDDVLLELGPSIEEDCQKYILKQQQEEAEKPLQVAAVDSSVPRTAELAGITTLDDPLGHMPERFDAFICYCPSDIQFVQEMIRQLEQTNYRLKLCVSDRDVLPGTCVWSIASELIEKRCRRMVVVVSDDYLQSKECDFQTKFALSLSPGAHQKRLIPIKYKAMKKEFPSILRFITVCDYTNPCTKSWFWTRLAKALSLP
Target sequence (Q9NR96 whole entry, looked up): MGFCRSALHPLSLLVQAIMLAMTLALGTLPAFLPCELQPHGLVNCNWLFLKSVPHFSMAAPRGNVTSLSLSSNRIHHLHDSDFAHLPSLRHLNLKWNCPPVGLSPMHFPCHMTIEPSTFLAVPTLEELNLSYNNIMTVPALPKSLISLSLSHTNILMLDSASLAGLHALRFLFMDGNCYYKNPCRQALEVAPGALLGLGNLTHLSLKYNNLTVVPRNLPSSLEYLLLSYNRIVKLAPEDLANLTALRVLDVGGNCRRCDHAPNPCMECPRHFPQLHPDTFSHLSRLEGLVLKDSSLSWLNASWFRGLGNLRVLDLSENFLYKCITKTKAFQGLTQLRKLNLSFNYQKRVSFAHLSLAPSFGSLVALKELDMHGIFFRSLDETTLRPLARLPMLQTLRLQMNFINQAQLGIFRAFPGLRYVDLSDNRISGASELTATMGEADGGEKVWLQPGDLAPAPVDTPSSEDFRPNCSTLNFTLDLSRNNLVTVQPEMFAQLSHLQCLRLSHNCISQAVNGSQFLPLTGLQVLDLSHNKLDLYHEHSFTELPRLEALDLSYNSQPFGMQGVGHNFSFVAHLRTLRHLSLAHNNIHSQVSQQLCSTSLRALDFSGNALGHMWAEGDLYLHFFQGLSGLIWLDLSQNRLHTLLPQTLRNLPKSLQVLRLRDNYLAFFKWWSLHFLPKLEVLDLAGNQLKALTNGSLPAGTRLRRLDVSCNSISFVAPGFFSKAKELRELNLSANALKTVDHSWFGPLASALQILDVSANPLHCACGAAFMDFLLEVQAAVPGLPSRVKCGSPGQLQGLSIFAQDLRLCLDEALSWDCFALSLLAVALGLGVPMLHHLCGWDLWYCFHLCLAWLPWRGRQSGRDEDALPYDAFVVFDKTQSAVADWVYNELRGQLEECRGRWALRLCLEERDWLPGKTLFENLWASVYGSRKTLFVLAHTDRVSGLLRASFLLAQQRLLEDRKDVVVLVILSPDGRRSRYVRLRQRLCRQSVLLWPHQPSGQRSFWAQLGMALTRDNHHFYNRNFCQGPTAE
Starred values were filed as active, the others as inactive; . = not tested or not shown.

SMILES | EBV LMP1 NFkB | ABHD5 PLIN5 PPI | NCOA2 inhibitor | MC4R antag cAMP | COUP-TFII inh | MC4R ag barr | NCOA3 inh | NOD2 RIPK2 PPI | NR5A2 inv ag | SRC1 inh | TLR9-MyD88 inh
COc1ccccc1Cn1c(=O)c2ccccc2n2c(Sc3ncnc4sccc34)nnc12 | 13 | 14 | 11 | 8 | -7 | -1.6 | -12 | -2 | -14 | -9 | 1
COc1ccc(C(=O)NCCN2CCN(C(=O)c3ccc(OC)c(OC)c3)CC2)cc1OC | 0 | -3 | -6 | 19 | 0 | -0.1 | 7 | 4 | 1 | -3 | 7
CCCn1c(=O)c(C(=O)Nc2ccccc2C(=O)OC)c(O)c2ccccc21 | 2 | 14 | 3 | 1 | 6 | 2.6 | 15 | -1 | 13 | 12 | 4
CC1(C)CCCC(C)(C)N1CC(O)COCCOc1ccc(Br)cc1 (stereo not given) | -11 | 3 | 14 | 10 | 0 | 0.2 | 6 | -4 | -1 | 17 | -2
CCOc1nc2cnccc2n(CC(=O)Nc2c(C)cccc2CC)c1=O | -1 | 0 | 2 | 6 | -14 | -3.3 | 11 | -10 | 4 | -10 | -11
O=C(Cn1ccc2ccccc2c1=O)NCCC(=O)N1CCN(C2CCCCC2)CC1 | -3 | -8 | -4 | 11 | 3 | 1.4 | 9 | 3 | 4 | 1 | -7
Cc1cc(C(F)(F)F)c(C#N)c(SCC(=O)NC(C)(C)C)n1 | 0 | -5 | 18 | -4 | 0 | -0.9 | -19 | -6 | 10 | 7 | -4
O=C(NCC1CCCO1)c1c(O)c2cccc3c2n(c1=O)CCC3 (stereo not given) | 6 | 0 | 11 | 9 | 9 | -0.1 | -7 | -3 | 14 | -23 | 2
CCCCCCn1cc(C(=O)O)c(=O)c2cc(F)c(N3CCCCC3)cc21 | 3 | -2 | -17 | -1 | -7 | -1.6 | 2 | 0 | 5 | 9 | 7
COc1cccc(C(=O)NC2C(=O)N3C(C(=O)O)=C(COC(C)=O)CSC23)c1 (stereo not given) | -11 | 20 | 5 | -3 | 18 | -0.1 | -8 | -10 | 19 | -10 | 5
CCOc1ccc2ccccc2c1/C=N/n1cncn1 | -2 | 6 | -10 | -6 | 24 | -0.7 | 0 | -4 | 4 | -16 | -2
Cc1cc(C)n(-c2nc(-c3ccccc3)cs2)n1 | -30 | -2 | -41 | -6 | -5 | 1.6 | -50 | -3 | -53 | -108 | 4
O=C1c2ccccc2C(=O)N1C1CCCCC1 | 1 | 6 | -5 | 15 | 0 | 0.2 | -15 | 1 | 0 | -9 | -7
CC(=O)Nc1cccc(-c2ccnc3c2CC(C(=O)NC(C)C)O3)c1 (stereo not given) | . | -3 | -23 | -8 | 5 | 0.5 | -8 | -4 | 16 | 6 | .
CCOC(=O)c1c(C)oc2cc(Br)c(OC(C)C(=O)OCC)cc12 (stereo not given) | 9 | -9 | -4 | 5 | -18 | 0.6 | -7 | -8 | 1 | -2 | -1
COc1ccc(NC(=O)c2cc(-c3ccc(C)c(C)c3O)n[nH]2)cc1Cl | 10 | -9 | -17 | 12 | 37 | 6.7 | 3 | -20 | 5 | -41 | 5
CCOc1ccc(S(=O)(=O)NCCC(=O)NC2CCN(Cc3ccccc3)CC2)cc1 | 1 | 5 | -27 | 2 | -2 | -3.1 | 15 | -12 | 6 | -15 | 3
COCCCNC(=S)N1CCC(NC(=O)c2ccco2)CC1 | -10 | 0 | 4 | 9 | -11 | -2.9 | 7 | -12 | 6 | 3 | -3
Cn1nc(C(C)(C)C)cc1C(=O)NNC(=O)c1cccc(Cl)c1 | 8 | -6 | 23 | 0 | 8 | -1.6 | 21 | -6 | 5 | 6 | -1
CCC(C(=O)NCc1ccco1)N(C(=O)CNS(=O)(=O)c1ccccc1)c1ccc(F)cc1 (stereo not given) | 1 | 0 | 5 | 8 | -19 | -3.0 | 7 | -1 | -1 | -32 | 5
CC(=O)Nc1ccc(OC(=O)N2CCCC2)cc1 | -11 | -5 | 15 | 3 | 3 | -1.7 | -2 | -2 | -4 | 2 | -5
Cc1cc(C(=O)N/N=C/c2ccc([N+](=O)[O-])cc2)c2ccccc2n1 | 7 | -5 | -4 | 10 | 17 | 2.0 | 19 | -5 | -12 | 9 | 0
Cc1c(C)c2ccc(OCC(=O)Nc3nccs3)cc2oc1=O | 9 | 0 | -32 | 13 | -33 | -1.2 | -49 | -9 | -124 | -45 | -6
O=C(NCc1ccccc1)C1CCN(S(=O)(=O)N2CCOCC2)CC1 | 8 | -3 | 6 | 15 | -12 | -1.8 | -4 | -2 | -27 | 13 | -6
Cc1cc2oc(C(=O)NCC(c3ccco3)N3CCCC3)c(C)c2cc1C (stereo not given) | -19 | 8 | -5 | 8 | -10 | 0.4 | -18 | 6 | -17 | 3 | 0
CC1(c2nnnn2Cc2ccccc2)CCC(=O)N1Cc1ccco1 (stereo not given) | . | -4 | -11 | . | 10 | . | . | 5 | 2 | . | .
O=C(CSc1nc2ccccc2c(=O)[nH]1)N1CCN(c2ccccc2F)CC1 | -4 | 2 | -13 | -1 | -6 | -2.6 | 0 | -8 | 18 | 10 | 8
CCOC(=O)COc1cc(Br)c(C2NC(=O)NC(C)=C2C(C)=O)cc1OCC (stereo not given) | 4 | -8 | 0 | 18 | 1 | 2.7 | -11 | -10 | 10 | 7 | 1
CC(C)=C1C(=O)NN(c2ccc(C)c(Cl)c2)C1=O | 8 | 7 | 13 | 13 | 12 | 0.1 | -1 | -13 | 3 | 1 | -10
CN(/C=C/C(=C\C=[N+](C)c1ccccc1)OCCCS(=O)(=O)[O-])c1ccccc1 | -8 | 1 | -7 | 2 | 3 | -0.9 | 9 | -4 | 12 | -9 | -1
O=C1CNC(=S)N1Cc1ccc(F)cc1 | 1 | -8 | . | 9 | . | -2.5 | 20 | 2 | 3 | -11 | -4
O=C(NC1CCC(NC(=O)C(F)(F)C(F)F)CC1)C(F)(F)C(F)F (stereo not given) | 0 | 9 | 12 | 14 | 8 | 1.8 | -12 | 3 | 25 | -8 | -6
O=C(NC1CCCCC1)C(c1ccnc2ccccc12)n1c(=O)c(-c2ccco2)nc2ccccc21 (stereo not given) | . | 55* | -4 | . | 0 | . | . | -5 | 19 | . | .
CC1(C)C(=O)Nc2ccccc2N1C(=O)COC(=O)CNS(=O)(=O)c1ccc(F)c(F)c1F | -2 | 3 | -33 | 16 | -27 | 0.4 | 25 | 4 | -31 | -8 | 17
C(=C\c1ccccc1)/C=N/Nc1nc(N2CCOCC2)nc(N2CCOCC2)n1 | 4 | 3 | -18 | 7 | -7 | -2.1 | 13 | 5 | 4 | 2 | 8
CC1(C(=O)NS(=O)(=O)Cc2cccc(Cl)c2)CCN1C(=O)Cc1cccs1 (stereo not given) | . | 9 | 9 | 11 | -9 | 0.5 | -4 | -9 | -4 | -24 | .
[O-][n+]1onc2c1CCC1N(O)C(c3ccccc3)CC21O (stereo not given) | -2 | 2 | 6 | 8 | 11 | 0.2 | 1 | -2 | 20 | -11 | 4
CC1CCN(CC(=O)Nc2ccccc2-c2ccccc2)CC1 | -20 | 3 | 21 | 0 | 10 | 0.2 | 15 | -10 | 4 | -1 | 3
CCCCN1C(=O)C(=O)N(CC(=O)Nc2sc(CC)cc2C(=O)OCC)C1=O | -1 | -2 | -22 | 2 | -4 | -1.2 | -10 | 15 | -19 | -11 | -4
O=C(NCc1ccc(F)cc1)N1CCc2ccccc2C1 | 0 | 2 | -21 | 7 | -22 | -1.5 | 6 | 7 | -10 | -8 | 6
COc1cc(NC(=O)NC2Cc3ccccc3C2)cc(OC)c1 | 1 | -2 | -8 | 0 | -6 | -0.5 | -25 | -3 | -29 | -6 | -5
CCOC(=O)c1ccccc1NC(=O)C1COc2ccccc2O1 (stereo not given) | 0 | -4 | 7 | 2 | -13 | 1.9 | -27 | -1 | 12 | -13 | -3
Brc1ccc(-c2nn3c(-c4ccccn4)nnc3s2)o1 | 23 | 2 | -4 | 10 | 2 | -1.4 | 12 | 2 | 3 | -28 | 7
COc1ccccc1CN1CC(C(=O)NCc2cc(F)cc(C(F)(F)F)c2)CCC1=O (stereo not given) | -2 | -3 | -2 | 6 | -3 | -2.3 | -2 | 10 | 12 | 0 | -2
COC(=O)N/N=C/c1cn(Cc2ccc(Cl)cc2Cl)c2ccccc12 | 12 | -4 | 2 | 7 | 17 | 1.7 | 34 | 3 | -2 | 2 | -5
O=C(NC1CC2CCCC(C1)N2C(=S)Nc1ccc(Cl)cc1)C1CC1 (stereo not given) | 3 | 4 | -1 | 9 | 15 | -0.8 | 14 | 0 | 5 | -14 | -1
COc1ccc(/C=C2\Sc3ccc(C(=O)N4CCN(Cc5ccccc5)CC4)cc3N(C)C2=O)cc1OC | 29 | 11 | 23 | 9 | 71* | 1.3 | 28 | 8 | 32 | 11 | 10
Cc1cc2c3ccccc3[nH]c(=O)n2n1 | 10 | 3 | -3 | -8 | -1 | -0.1 | 15 | -3 | -17 | 13 | 1
CC1CCN(C(=S)c2ccc([N+](=O)[O-])cc2)CC1 | 2 | -3 | -13 | 12 | -18 | 2.0 | 20 | -12 | -18 | -7 | 13
COc1ccccc1N1CCN(C(=O)c2cc3c(C)nc4ccccc4c3o2)CC1 | 8 | 1 | 17 | 4 | 42* | 3.2 | 11 | -6 | 6 | -8 | 6
CC(=O)c1cc2c(cc1NS(=O)(=O)c1ccccc1)OCO2 | 6 | 1 | -10 | -1 | 1 | -2.1 | -21 | 5 | 4 | -9 | 8
O=C1c2ccccc2C(=O)N1CCC#Cc1ccc2cc(CCCO)oc(=O)c2c1 | 9 | 1 | -3 | 5 | 7 | -0.5 | 0 | -8 | -4 | -5 | -5
COc1ccc2nc(SCc3cnc(C)nc3N)[nH]c2c1 | -4 | 1 | 0 | -8 | 18 | 0.4 | 4 | -9 | 13 | 5 | 5
CNC(=O)c1ccsc1NC(=O)c1ccc(S(=O)(=O)N2CCc3ccccc32)cc1 | 5 | 1 | -8 | -13 | 12 | 0.5 | 14 | 8 | 23 | 0 | 1
C=CCn1c(N)c(C(=O)Nc2ccc(C)c(C)c2)c2nc3ccccc3nc21 | -18 | 0 | -11 | 9 | -2 | 1.1 | -19 | -3 | -8 | -12 | 0
c1cc(-c2cn(C[C@H]3CC[C@@H]([C@@H]4CC[C@H](Cn5cc(-c6ccsc6)nn5)O4)O3)nn2)cs1 | 8 | 10 | -15 | 3 | -8 | 1.4 | 16 | -6 | 7 | 11 | 0

A portion of the library, so the mix of outcomes need not match the whole.
